High-throughput results deposited in PubChem by Broad Institute.
PglD DTNB – blocks C. jejuni PglD acetyltransferase activity; purified PglD enzyme, DTNB colorimetric CoA detection; inhibition, % at 12.5 µM; actives 0.098% (n = 360,000); AID 602405; in the data active = inhibition above about 16%, passing the limit was not always enough; also: strong numbers were not always called active
PGC1a acetyl inh – lowers PGC1a acetylation signal in U2OS cells; actives 0.17% (n = 350,000); inhibition, % at 15.6 µM; AlphaScreen anti-acetyl-lysine; with virally co-expressed GCN5 acetyltransferase;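 active = every replicate shows inhibition of at least 40%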;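 also: 0% = neutral control wells and 100% = positive control wells; some results beyond the cut were filed as inactive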
miR122 inh – inhibitors of miR-122 in Huh7 cells | Huh7 miR-122 Renilla luciferase sensor, 48 h; neutral wells = 0, positive control = 100 | activation (reporter increase), % at 12.5 µM | actives 0.3% (n = 340,000);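 active = mean replicate activation score at least 90 and every replicate individually at or above 90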;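 also: higher luciferase means less miR-122 activity so hits act as miR-122 inhibitors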
Cneo AK release – Cryptococcus neoformans lysis via adenylate kinase release; C. neoformans lysis, adenylate kinase release luminescence, 4 h; normalised: neutral wells 0, clomiphene wells 100; lysis activity, % at 15 µM; actives 0.2% (n = 360,000); AID 651654;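 active = mean lysis activity across replicates of at least 80%, whatever share of replicates individually reach that level; inactive = mean lysis activity below 80%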
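Material – Cryptococcus neoformans yeast cells · Quantity – 5 × 10^6 yeast cells/mL · Buffer or medium – YPD medium · Compound – single dose · Timing – 4 h static compound exposure, 37 °C, read 1 h post-reagent · Signal – adenylate kinase release luminescence · Read-out basis – lysis from increased AK signal · Benchmarks – Clomiphene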
FN deposit inh – fibronectin deposition inhibition; actives 0.086% (n = 350,000); AH1F fibroblasts, Alexa488-fibronectin deposition fluorescence, overnight; AID 743247; inhibition, % at 12.6 µM;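 active = mean inhibition across replicates of 30% or more, regardless of how many single replicates reach that level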;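 also: positive control wells lacked labelled fibronectin entirely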
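material = AH1F fibroblast monolayer depositing Alexa488-labelled fibronectin into matrix | amount = 10000 AH1F cells/well | buffer or medium = DMEM plus 2% serum, read in PBS | incubation = 1 h cell adhesion before compound, then overnight fibronectin incubation | detection = fluorescence at 485 nm excitation, 525 nm emission | evaluation = percent inhibition as loss of matrix-bound fibronectin fluorescence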
GSIS activator – GLuc luminescence reporter in INS-1E cells, primary screen for activators of glucose-dependent secretion of insulin | INS-1E GLuc reporter insulin secretion, 2-3 h | activation, % at 16.6 µM | actives 0.61% (n = 370,000) | AID 743287;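 active = lowest replicate activation of at least 40%, so every replicate reaches that level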;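 also: 0% = median of neutral control wells and 100% = median of IBMX positive control wells; some compounds called inactive have numbers as strong as hits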
C2C12 statin – suppressors of simvastatin-induced myotoxicity in C2C12 myotubes. actives 0.78% (n = 330,000). rescue of ATP level, % at 7.49 µM. ATP luminescence, 48 h; scaled: DMSO 0, geranylgeraniol control 100. AID 602340;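 active = mean ATP rescue above about 67%, or every replicate alone reaching that limit, limit read from the data, passing the limit was not always enough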;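 also: myotubes were challenged with 10 µM simvastatin during compound exposure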
CFTR F508del cor – CFTR F508del correction in bronchial cells; CFBE cells, YFP halide quenching; stimulated with forskolin plus potentiator P3; % fluorescence drop versus neutral controls; activity (quench increase), % at 7.58 µM; actives 0.36% (n = 350,000);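 active = mean added fluorescence quench of at least 8% versus neutral control, with both replicates also reaching 8%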;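 also: cells transiently co-express mutant CFTR-F508del with the halide-sensitive YFP; corrector assay measuring rescue of mutant channel to the surface after 24 h compound exposure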
Active calls of the source: *; . = not tested or not shown; [ ] = another dose, or the depositor's remark. An unsorted share of the library; overall some 2.1% were active at least once.

SMILES	PglD DTNB	PGC1a acetyl inh	miR122 inh	Cneo AK release	FN deposit inh	GSIS activator	C2C12 statin	CFTR F508del cor
COc1ccc(C(=O)NCC(=O)NCC(=O)OCC(=O)c2cccs2)cc1	1	3	-2	-1	-9	-2	-1	.
COc1ccc(S(=O)(=O)N(C)C[C@H]2Oc3ccc(NC(=O)Nc4c(C)noc4C)cc3CC(=O)N([C@@H](C)CO)C[C@@H]2C)cc1	-3	-2	0[16.7 µM]	-1	.	-4	-8	0.3
COc1ccc(OC)c(/C=N/NC(=O)CC2C(=O)NN=C2C)c1 (stereo not given)	8	-2	0	-1	-11	.	.	.
COc1ccc(-c2ccc3c(c2)c(-c2cccs2)c(-c2cc(OC)cc(OC)c2)n3C)cc1	-6	.	-2	-1	-5	-4	-6	-1.3
CCC(C)[C@@H](N)C(=O)N/N=C/c1ccc2ncccc2c1 (stereo not given in full)	0	9	0	0	-6	1	6	.
O=C(CN(C(=O)CCC(=O)Nc1nccs1)c1ccc(F)cc1)NCc1ccc2c(c1)OCO2	-3	4	3	-2	7	-2	0	1.3
CCC(C)c1ccc(S(=O)(=O)N2CCN(CC(O)CN3CCOCC3)CC2)cc1 (stereo not given)	.	3	.	.	5	10	3	0.1
Cc1ccc2nc(-c3ccncc3)c(Nc3ccccc3)n2c1	7	.	-1	-1	-1	6	.	1.4

(next part)
SMILES	PglD DTNB	PGC1a acetyl inh	miR122 inh	Cneo AK release	FN deposit inh	GSIS activator	C2C12 statin	CFTR F508del cor
Cn1cccc1/C=N/NC(=O)c1cc(-c2cccs2)nc2ccccc12	.	2	15	.	-7	1	-6	.
Cc1ccc(S(=O)(=O)N2C[C@H]3[C@H]4C(=O)N(C5CCCCC5)C(=O)[C@H]4CC(=O)[C@H]3[C@@H]2c2ccccc2Cl)cc1	-6	-4	2	-5	.	-13	4	-0.1
C[C@@H]1CN([C@H](C)CO)C(=O)c2cc(-c3cccc(C#N)c3)cnc2O[C@@H]1CN(C)C	5	5	18[16.7 µM]	-1	-2	20	.	-0.5
CSc1ccccc1C(=O)NCC1CCCO1 (stereo not given)	3	2	-2	0	12	-2	-20	.
COc1ccc(N2CCN(C(=O)c3cc(=O)c4cc(C)c(C)cc4o3)CC2)cc1	-5	10	0	2	-8	21	0	1.9
COc1ccc(N=c2ssnc2Cl)cc1	5	-22	-7	0	.	.	-2	.
C=CCOc1c(Br)cc(CNn2nnnc2N)cc1OC	-9	-2	-7	0	.	.	111*	.
CC(C)NS(=O)(=O)c1ccc(NC(=O)CCc2ccccc2)cc1	13	-44	-3	-1	.	5	13	-1.0

Some of the entries so far, with two lines to a compound:
Results follow in this order: PglD DTNB, PGC1a acetyl inh, miR122 inh, Cneo AK release, FN deposit inh, GSIS activator, C2C12 statin, CFTR F508del cor
- COc1ccc(N2CCN(C(=O)c3cc(=O)c4cc(C)c(C)cc4o3)CC2)cc1
→ -5, 10, 0, 2, -8, 21, 0, 1.9
- Cn1cccc1/C=N/NC(=O)c1cc(-c2cccs2)nc2ccccc12
→ ., 2, 15, ., -7, 1, -6, .

Remaining list, next part:
SMILES	PglD DTNB	PGC1a acetyl inh	miR122 inh	Cneo AK release	FN deposit inh	GSIS activator	C2C12 statin	CFTR F508del cor
COCC(=O)Nc1ccc2c(c1)OC[C@H](C)N(C(=O)C1CCCC1)C[C@H](C)[C@@H](OC)CN(C)C2=O	1	-4	3[16.7 µM]	-2	6	-14	-1	2.9
NS(=O)(=O)c1ccc(CCNS(=O)(=O)c2ccc(Cl)nc2)cc1	.	-8	.	.	1	5	.	1.6
C/C=C/c1ccc([C@@H]2[C@@H](CO)N(C(C)=O)[C@H]2CN(C)C(=O)NC2CCCC2)cc1	4	-9	25[16.7 µM]	53	-17	-3	4	-1.0
CCCNc1nc(C)c(C(C)=O)cc1C#N	-6	6	2	5	.	.	-13	.
O=C(C[C@@H]1C[C@@H]2c3cc(NC(=O)C4CCC4)ccc3O[C@@H]2[C@H](CO)O1)NCC1CC1	0	1	2[16.7 µM]	-2	3	2	-4	-0.2
C[C@H](CO)N1C[C@H](C)[C@H](CN(C)S(C)(=O)=O)Oc2c(NS(=O)(=O)c3cn(C)cn3)cccc2C1=O	2	-4	-3[16.7 µM]	-2	.	7	27	1.0
CC1(C(=O)O)CCC(C(=O)NC2CCCCCC2)C1(C)C (stereo not given)	2	4	-5	-2	3	18	2	.
O=C1c2oc3ccccc3c(=O)c2C(c2cccc(O)c2)N1CCCN1CCOCC1 (stereo not given)	-4	0	8	1	-8	10	-2	-0.6

Additional compounds:
SMILES	PglD DTNB	PGC1a acetyl inh	miR122 inh	Cneo AK release	FN deposit inh	GSIS activator	C2C12 statin	CFTR F508del cor
Cc1cc(Cl)c(S(N)(=O)=O)cc1OCC(=O)NC1CCCCC1	-4	.	.	-1	4	7	1	-2.4
Cc1cccc(NC(=O)NCCc2c[nH]c3ccccc23)c1	2	.	6	1	4	.	.	.
CN(CC(=O)Nc1ccc(F)c(F)c1F)C(=O)C1=COCCO1	0	.	.	1	.	2	-6	-1.3
Cc1cc(C(=O)Nc2cccc3c2O[C@@H](CN(C)C)[C@@H](C)CN([C@@H](C)CO)C3=O)n(C)n1	1	-1	49[16.7 µM]	77	4	6	-22	-1.8
NS(=O)(=O)c1cccc(NC(=S)NC(=O)C23CC4CC(CC(C4)C2)C3)c1	.	0	13	-2	.	-9	8	.
CC(C)C(c1nnnn1CCc1ccccc1)N1CCN(C(=O)c2ccco2)CC1 (stereo not given)	1	2	5	1	5	.	-18	.
C[C@H]1CCCCO[C@H](CN(C)CC2CCCCC2)[C@@H](C)CN([C@@H](C)CO)C(=O)c2cc(NC(=O)C3CCCCC3)ccc2O1	1	-18	7[16.7 µM]	4	.	-6	.	-3.9
COc1ccccc1C#Cc1ccc2c(c1)O[C@@H](CN(C)C)[C@H](C)CN([C@@H](C)CO)S2(=O)=O	-7	-19	.	-1	9	-4	-29	-2.9

Next section.
SMILES	PglD DTNB	PGC1a acetyl inh	miR122 inh	Cneo AK release	FN deposit inh	GSIS activator	C2C12 statin	CFTR F508del cor
CN(C)CC(=O)Nc1ccc2c(c1)[C@H]1C[C@H](CC(=O)NCCN3CCCCC3)O[C@H](CO)[C@H]1O2	-2	13	-3[16.7 µM]	-2	.	25	-10	-0.5
CCOC(=O)NC(=O)CSc1nc(C)cc(C(F)(F)F)c1C#N	-2	4	-2	2	-1	-2	-5	.
C[C@@H]1CN([C@H](C)CO)C(=O)c2cc(-c3ccccc3)cnc2O[C@H]1CN(C)C(=O)C1CCCCC1	-2	1	-3[16.7 µM]	-1	.	-7	2	-1.3
COCC#Cc1ccc2c(c1)O[C@@H](CN(C)C(=O)C1CCC1)[C@H](C)CN([C@H](C)CO)S2(=O)=O	2	9	5[16.7 µM]	-1	.	2	0	1.3
Cc1[nH]n(-c2cccc(Cl)c2)c(=O)c1C=NCC(C)C	.	-1	.	.	-9	-8	.	-1.4
COC(=O)c1cc(S(=O)(=O)N(C)c2ccc(C)c(C)c2)c[nH]1	-2	1	-4	-1	-1	4	16	1.3
C[C@@H]1CN([C@@H](C)CO)C(=O)c2cc(-c3cccc(F)c3)cnc2O[C@H]1CN(C)S(C)(=O)=O	2	-11	0[16.7 µM]	-8	5	6	.	1.1
CCN(C(=O)COC(=O)c1nc(Cl)ccc1Cl)c1c(N)n(Cc2ccccc2)c(=O)[nH]c1=O	-2	7	1	1	-4	-6	4	1.9

Continued.
SMILES	PglD DTNB	PGC1a acetyl inh	miR122 inh	Cneo AK release	FN deposit inh	GSIS activator	C2C12 statin	CFTR F508del cor
O=C([C@H]1[C@H](CO)[C@H]2Cn3c(cccc3=O)[C@@H]1N2Cc1cocn1)N1CCCCC1	-1	.	.	-2	-9	0	-2	.
CC1CCCCN1CCCNC(=O)Cn1ncc2c([nH]c3ccccc32)c1=O (stereo not given)	1	-6	4	-2	6	.	-4	1.0
COc1ccccc1C(=O)NCC(=O)NCc1cc(=O)n(C)c(=O)n1C	-2	-4	-6	7	0	13	-8	1.6
Nn1cnnc1SC1CCCCC1NS(=O)(=O)c1ccccc1 (stereo not given)	-11	7	-6	13	.	11	-2	.
COC(=O)C[C@@H]1C[C@@H]2c3cc(NC(=O)Nc4ccccc4F)ccc3O[C@@H]2[C@H](CO)O1	3	4	0[16.7 µM]	23	4	3	-24	-0.4
Cc1noc(C)c1S(=O)(=O)N(C)C[C@@H]1OCCCC[C@H](C)Oc2ccc(NC(=O)CCC(F)(F)F)cc2C(=O)N([C@@H](C)CO)C[C@H]1C	2	-5	3[16.7 µM]	1	7	-10	-28	0.4
CCCNC(=O)CS(=O)(=O)Cc1nc(-c2cccc(OC)c2)oc1C	2	.	3	4	1	-5	4	-0.3
O=C(NC1(C(F)(F)F)NC(=O)N(Cc2ccco2)C1=O)c1cccnc1 (stereo not given)	6	19	-2	1	.	-6	10	.

Going on with the list.
SMILES	PglD DTNB	PGC1a acetyl inh	miR122 inh	Cneo AK release	FN deposit inh	GSIS activator	C2C12 statin	CFTR F508del cor
COc1ccc(NC(=O)CN2CCN(c3ccccc3Cl)CC2)cc1	-2	-8	10	1	.	.	-11	.
Cn1nnc(NC(=O)c2cccs2)n1	4	12	-1	0	-2	3	3	1.0
CC(C)(C)C(=O)CN1C(=O)NC2(CCCc3ccccc32)C1=O (stereo not given)	-6	4	-3	-1	1	7	9	4.8
Cc1ccc(OCCNC(=O)CCc2nc3sc4c(c3c(=O)[nH]2)CCCC4)cc1	-3	.	1	-1	-7	15	6	0.1
CCCN(c1ccccc1C(=O)O)S(=O)(=O)c1ccc2c(c1)n(C)c(=O)n2C	-2	10	-1	4	-6	4	-11	0.6
Cc1c(C)c2ccc(OC(C)C(=O)NCc3ccccn3)cc2oc1=O (stereo not given)	1	-10	-6	1	6	6	0	-0.2
O=C1CCN(Cc2ccccc2)S(=O)(=O)c2ccc(C(F)(F)F)cc21	-1	0	-2	2	2	.	-6	-3.2
O=C(Nc1ccccc1N1CCN(C(=O)c2ccccc2)CC1)c1ccc([N+](=O)[O-])o1	1	.	2	2	-9	-1	11	-0.1

Other entries
SMILES	PglD DTNB	PGC1a acetyl inh	miR122 inh	Cneo AK release	FN deposit inh	GSIS activator	C2C12 statin	CFTR F508del cor
Cc1ccc(-c2cnc3c(c2)C(=O)N([C@@H](C)CO)C[C@H](C)[C@@H](CN(C)S(C)(=O)=O)O3)cc1	-5	-1	-5[16.7 µM]	2	.	13	2	-1.3
CCN(CC)C(=O)COCc1cc(-c2ccc3c(c2)OCO3)on1	3	-4	.	-3	12	-12	8	1.4
COc1ccc2ccccc2c1CN1CCCC(CO)C1 (stereo not given)	-1	-3	-3	-1	.	.	-22	.
O=[N+]([O-])c1ccc(NC(=S)N2CCCC2)cc1	-3	6	20	4	2	-6	27	-1.7
